Bioassay records (PubChem)
SIRT5 inh: sirtuin-5 (human) deacylase inhibition | Purified SirT5, succinyl-peptide AMC, trypsin-coupled fluorescence | inhibition, % at 15 µM | hit rate 1.1% among 330,000 | AID 652115; in the data active = inhibition above about 15%; inconclusive = no clear call, values can overlap the other calls
Target sequence (Q9NXA8 whole entry, looked up): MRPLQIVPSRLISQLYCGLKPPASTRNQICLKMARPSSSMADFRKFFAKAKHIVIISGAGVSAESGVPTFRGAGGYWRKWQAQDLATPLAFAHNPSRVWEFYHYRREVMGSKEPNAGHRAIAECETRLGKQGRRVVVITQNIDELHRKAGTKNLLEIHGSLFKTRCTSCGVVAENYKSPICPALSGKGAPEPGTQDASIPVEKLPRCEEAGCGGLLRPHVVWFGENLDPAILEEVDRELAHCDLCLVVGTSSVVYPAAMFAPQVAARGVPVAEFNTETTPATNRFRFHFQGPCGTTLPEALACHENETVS
Casp6 inh: caspase-6 (human) enzyme inhibition. inhibition, % at 12.5 µM. AID 686996. hit rate 0.53% among 350,000. purified caspase-6, Z-VEID-R110 cleavage fluorescence;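 active = mean inhibition across replicates at least about 35%, with every replicate also reaching that limit, limit read from the data; inconclusive = only one of the two criteria met; inactive = neither criterion met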;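 also: 0% = median of neutral control wells and 100% = no fluorescence left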
Target sequence (P55212 24-179 limits assumed): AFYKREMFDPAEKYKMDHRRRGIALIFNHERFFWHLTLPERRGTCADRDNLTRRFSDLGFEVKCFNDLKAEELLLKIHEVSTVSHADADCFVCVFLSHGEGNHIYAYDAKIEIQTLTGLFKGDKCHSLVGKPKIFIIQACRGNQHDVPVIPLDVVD
Target sequence (P55212 194-293 limits assumed): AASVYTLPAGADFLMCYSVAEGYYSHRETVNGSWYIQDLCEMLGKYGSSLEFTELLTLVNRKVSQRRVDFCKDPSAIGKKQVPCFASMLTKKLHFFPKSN
DENV2 CPE: inhibitors of DENV2 cytopathic effect; DENV2-infected cells, cytopathic effect rescue, plate reader; CPE inhibition, % at 9.99 µM; hit rate 1.7% among 350,000; AID 651640; in the data active = CPE inhibition above about 20%, passing the limit was not always enough; inconclusive = no clear call, values can overlap the other calls; tested in BHK-21 cells;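 also: 0% = median of neutral control wells and 100% = median of positive control wells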
miR122 inh: miR-122 inhibition in Huh7 cells | hit rate 0.3% among 340,000 | Huh7 miR-122 Renilla luciferase sensor, 48 h; neutral wells = 0, positive control = 100 | activation (reporter increase), % at 12.5 µM | AID 602342;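 active = mean replicate activation score at least 90 and every replicate individually at or above 90; inconclusive = only one of the two criteria met; inactive = neither criterion met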;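 also: higher luciferase means less miR-122 activity so hits act as miR-122 inhibitors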
ERAP1 inh: inhibitors of human ERAP1 aminopeptidase | Q9NZ08 | recombinant ERAP1, Leu-AMC fluorescence, 60 min | inhibition, % at 10.7 µM | hit rate 0.15% among 340,000;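 active = mean replicate inhibition of at least 30%, or all replicates individually reaching that 30% level; inactive = mean below 30% and not every replicate reaching it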;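 also: 0% = neutral control wells and 100% = L-leucinethiol positive control wells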
ERp5 inh: ERp5 (human) disulfide isomerase inhibition. AID 651711. hit rate 0.05% among 350,000. inhibition, % at 9.99 µM. ERp5 insulin aggregation, absorbance 650 nm, 90 min. Q15084;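 active = mean replicate inhibition above about 25%, with every replicate also reaching it, limit read from the data, passing the limit was not always enough; inconclusive = only one of those two criteria met; inactive = neither criterion met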
Target sequence (Q15084 whole entry, looked up): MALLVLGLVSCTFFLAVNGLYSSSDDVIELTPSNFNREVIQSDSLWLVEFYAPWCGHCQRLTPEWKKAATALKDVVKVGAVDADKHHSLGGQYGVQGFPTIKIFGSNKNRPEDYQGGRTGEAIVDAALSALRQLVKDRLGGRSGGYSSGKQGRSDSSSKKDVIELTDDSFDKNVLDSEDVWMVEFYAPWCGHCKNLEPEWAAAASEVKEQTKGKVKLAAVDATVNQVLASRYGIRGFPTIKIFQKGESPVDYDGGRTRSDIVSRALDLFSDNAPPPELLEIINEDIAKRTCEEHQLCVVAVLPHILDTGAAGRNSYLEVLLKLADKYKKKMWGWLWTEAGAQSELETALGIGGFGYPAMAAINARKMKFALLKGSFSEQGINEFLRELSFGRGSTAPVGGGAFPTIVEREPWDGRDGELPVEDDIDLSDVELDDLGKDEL
F508del corr: CFTR F508del correction in bronchial cells; CFBE cells, YFP halide quenching; stimulated with forskolin plus potentiator P3; % fluorescence drop versus neutral controls; activity (quench increase), % at 7.58 µM; hit rate 0.36% among 350,000;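 active = mean added fluorescence quench of at least 8% versus neutral control, with both replicates also reaching 8%; inconclusive = only one of the mean or replicate conditions met; inactive = mean below 8% and not both replicates reaching 8%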;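 also: cells transiently co-express mutant CFTR-F508del with the halide-sensitive YFP; corrector assay measuring rescue of mutant channel to the surface after 24 h compound exposure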
Numbers without * were called inactive; ? = inconclusive; . = not tested or not shown; & = joins results of further samples; [ ] = remark or other dose.

SMILES	SIRT5 inh	Casp6 inh	DENV2 CPE	miR122 inh	ERAP1 inh	ERp5 inh	F508del corr
Cc1cc(C(=O)Nc2ccc3c(c2)C(=O)N(C)[C@H]2CC[C@@H](CC(=O)N[C@H](C)c4ccccc4)O[C@H]2CO3)no1	-7	.	.	8[16.7 µM]	.	.	2.8
CCCOc1ccc(N2C(=O)CC(N3CCN(CCN=CC4=C(O)CC(C)(C)CC4=O)CC3)C2=O)cc1 (configuration not stated)	-1	7	-2	.	0	2	-1.8
O=C(C[C@@H]1C=C[C@@H](NC(=O)C2CC2)[C@@H](CO)O1)NCC1CC1	2	-3	0	.	-1	-2	-1.9
CCc1nc(SCc2ccccn2)c2c(=O)n(C)c(=O)n(C)c2n1	-2	-2	-17	1	2	0	0.0
CC(C)(C)N1CC(C(=O)Nc2cccc(Cl)c2Cl)CC1=O (configuration not stated)	-26	-2	4	1	19	1	0.3
O=[N+]([O-])c1cccc(-c2ccc(C(=S)N3CCN(c4ccc(F)cc4)CC3)o2)c1	-5	-2	-16	-2	1	-1	-0.4
CN(C)NC(=O)C12CCC(C)(C(=O)O1)C2(C)C (configuration not stated)	-1	-2	3	.	0	3	-2.0
N#Cc1ccc(COc2cccnc2[N+](=O)[O-])cc1	-3	9	2	-9	-2	2	1.4
COc1ccc(CCN2C(=O)CSC2c2cccc([N+](=O)[O-])c2)cc1OC (configuration not stated)	-2	6	-6	-5	4	6	-0.4
COc1ccc(S(=O)(=O)N2CCN(Cc3ccccc3OC)CC2)cc1	2	-1	-11	-5	0	4	-3.8
CCOC(=O)/C=C/C(=O)OCC(=O)Nc1ccc(Cl)cc1Cl	-5	1	-5	.	-7	2	1.2
COc1ccc(NS(=O)(=O)c2cc(NC(=O)[C@H](C)NC(N)=O)ccc2N2CCCC2)cc1	6	44*	-3	11	-1	-1	-3.8
Cc1cccc(/C=N/NC(=O)NC23CC4CC(CC(C4)C2)C3)n1	1	-1	-2	11	.	1	-2.4
CC12CN3CC(C)(CN(C1)C3c1ccc([N+](=O)[O-])o1)C2 (configuration not stated)	.	4	-5	2	0	-2	1.7
C[C@@H]1CN([C@H](C)CO)C(=O)Cc2cc(NS(=O)(=O)c3ccccc3)ccc2O[C@@H]1CN(C)C(=O)NC1CCCCC1	-1	3	5	3[16.7 µM]	-3	-7	1.4
CCN(CC)C(=O)C1=C(C)N(Cc2ccccc2)C(=O)C(CC(=O)NCCN2CCOCC2)C1 (configuration not stated)	-2	14	13	-3	-2	4	0.4
CCOC(=O)N1CCN(C(=O)CCN2C(=O)/C(=C\c3cccc(OC)c3)SC2=S)CC1	-8	-5	1	-4	-6	-1	1.0
C[C@@H]1CCCCO[C@H](CN(C)S(=O)(=O)c2cn(C)cn2)[C@H](C)CN([C@@H](C)CO)C(=O)c2cc(NS(=O)(=O)c3ccccc3)ccc2O1	-3	0	10	4[16.7 µM]	2	1	-0.7
OC(COc1ccc(OCC(O)CN2CCN(Cc3ccccc3)CC2)cc1)CN1CCN(Cc2ccccc2)CC1 (configuration not stated)	-4	-11	-4	-8	-1	-1	0.1
CO[C@@H]1CN(C)C(=O)c2cc(NC(=O)Nc3ccc4c(c3)OCO4)ccc2OC[C@H](C)NC[C@H]1C	.	-2	-2	.	1	2	0.0
O=C(COc1ccccc1F)Nc1ccc2c(c1)OCCO2	-1	-2	-2	2	-7	1	-1.5
C[C@@H]1CN([C@H](C)CO)C(=O)CCCn2nncc2CO[C@@H]1CN(C)C(=O)Nc1cccc2ccccc12	0	25&-4	2&-12	1	-7&1	-1&-5	-2.0&0.7
COc1ccc([C@@H]2CC=C(C(=O)O)[C@H](c3ccccc3F)N2S(=O)(=O)c2ccccc2C)cc1	.	1	-10	.	.	-7	-0.9
C[C@@H]1CN([C@@H](C)CO)C(=O)Cc2cc(N(C)C)ccc2O[C@H]1CN(C)Cc1ccccc1	-2	-3	-1	8[16.7 µM]	-2	-1	1.2
CSc1ccc(CN2CCC(C)(Oc3ccc(CC#N)cc3)C2)cc1 (configuration not stated)	-8	3	?	8	2	-3	2.3
CCCNC(=O)C1(C)CCCN(Cc2ccc(-c3ccccc3)o2)C1 (configuration not stated)	-5	2	-2	-4	0	2	-2.6
COc1ccc(NC(=O)N(C)C[C@@H]2Oc3c(NC(=O)NC4CCCCC4)cccc3C(=O)N([C@H](C)CO)C[C@@H]2C)cc1	3	-6	1	14[16.7 µM]	3	1	1.6
CCCCCCc1c(O)nc(SCC(=O)O)[nH]c1=O	0	0	-2	-6	3	-2	1.7
CCc1n(CC(O)COC2CCCCC2)c2ccccc2[n+]1C (configuration not stated)	-1	-5	-2	.	6	-3	2.3
CCN1CCN(C(=O)c2ccc3c(c2)S(=O)(=O)c2ccccc2C3=O)CC1	-1	-1	4	.	1	0	-2.0
CSc1ccccc1C(=O)C1CCCN(Cc2c(C)n(C)n(-c3ccccc3)c2=O)C1 (configuration not stated)	1	-3	1	-5	-5	-42	3.2
COc1ccc(C2=NN(C(=O)CCCC(=O)O)C(c3cn(-c4ccccc4)nc3-c3ccccc3)C2)cc1 (configuration not stated)	-1	1	4	6	1	1	-1.6
O=C(C[C@H]1CC[C@H]2[C@@H](COC[C@H](O)CN2C(=O)Nc2ccc(Cl)cc2)O1)NC1Cc2ccccc2C1	6	3	5	-13[16.7 µM]	3	-2	3.0
O=C(NCc1cccnc1)c1ccc(Cl)c(S(=O)(=O)N2CCOCC2)c1	-2	-1	-2	-5	-2	1	1.3
O=C(N[C@H](C(=O)N1CCC[C@H]1C(=O)NCc1ccccc1)C1CCCCC1)c1ccc(Cl)c(Cl)c1	1	2	-13	.	2	3	-2.4
COc1ccc(CCNC(=O)c2cccc(NC3=NC4CS(=O)(=O)CC4S3)c2)c(OC)c1 (configuration not stated)	-1	1	0	-3	1	2	-1.0
CCC(=O)NCCc1nc2cc(NC(=O)c3ccccc3Cl)ccc2n1C	3	0	-4	10	2	-2	-2.4
CC1Oc2ccccc2N(CC(=O)NCc2ccc3c(c2)OCO3)C1=O (configuration not stated)	-7	0	5	-14	1	2	2.9
COc1cccc(CNCC(O)COc2ccc(C(=O)c3ccccc3)cc2)c1 (configuration not stated)	-2	-3	-4	2	-3	-1	-0.7
COc1cccc(/C(O)=C/c2nc3ccc(C(=O)NCCc4ccc(Cl)cc4)cc3[nH]c2=O)c1	2	2	4	.	3	4	.
CCN(CC)CCn1c(NC(=O)c2ccc(C(F)(F)F)cc2)nc2ccccc21	.	-4	0	2	-2	2	0.2
COc1cc(NC(=O)c2ccc(F)cc2)c(OC)cc1NC(=O)CN1CCOCC1	1	-1	4	.	-4	-5	0.3
COC(=O)c1c(NC(=O)Cc2ccccc2)sc2c1C(C(=O)OC)CC2 (configuration not stated)	-1	3	-1	5	2	2	0.8
C#Cc1ccc(NC(=O)C2(C)CCN2C(=O)c2ccccc2CCc2ccccc2)cc1 (configuration not stated)	-8	-2	18	-3	12	3	-1.1
Cc1nn(C)cc1NC(=O)C[C@@H]1CC[C@@H]2[C@@H](COc3ccc(NC(=O)c4cccc(F)c4)cc3C(=O)N2C)O1	-2	0	9	-20[16.7 µM]	2	-1	-2.5

Casp6 inh: entries above that show a hit.
SMILES	SIRT5 inh	Casp6 inh	DENV2 CPE	miR122 inh	ERAP1 inh	ERp5 inh	F508del corr
COc1ccc(NS(=O)(=O)c2cc(NC(=O)[C@H](C)NC(N)=O)ccc2N2CCCC2)cc1	6	44*	-3	11	-1	-1	-3.8

Continued:
SMILES	SIRT5 inh	Casp6 inh	DENV2 CPE	miR122 inh	ERAP1 inh	ERp5 inh	F508del corr
COc1ccc(-c2csc(NC(C)c3nc4cc(C(F)(F)F)ccc4n3CCOCCO)n2)cc1 (configuration not stated)	-3	4	4	7	-1	-1	1.4
CC1(C(=O)Nc2ccc3c(c2)OCO3)CCN1C(=O)CCC1CCCC1 (configuration not stated)	-3	-1	-7	.	-1	-1	1.4
COc1ccc(Br)cc1S(=O)(=O)NCc1ccccn1	-1	-1	-5	72	1	1	2.6
CC1CCCCN1CC(O)COCc1ccc(Cl)cc1 (configuration not stated)	7	-4	8	-7	-3	2	0.3
COc1ccc2c(c1)OC13CCN(C)CC1C2C(C(=O)c1ccc(F)cc1)C(=O)N3 (configuration not stated)	-6	-2	2	-5	6	2	-0.1
COc1ccc(-c2[nH]ncc2CN(C)Cc2cc(C)[nH]n2)c(F)c1	-6	-3	2	4	1	-5	-0.4
C[C@@H]1CN([C@@H](C)CO)C(=O)c2cc(NS(=O)(=O)c3cn(C)cn3)ccc2O[C@@H](C)CCCCO[C@@H]1CN(C)C(=O)c1ccccc1	-1	2	-1	4[16.7 µM]	0	-6	-2.5
CC1CCN(C(=O)c2cccc(S(=O)(=O)N3CCN(c4ccccc4)CC3)c2)CC1	-1	17	9	.	-1	-5	-0.2
Cc1noc(C)c1NC(=O)Nc1ccc2c(c1)C(=O)N([C@@H](C)CO)C[C@H](C)[C@H](CN(C)Cc1ccc(Cl)c(Cl)c1)O2	1	1	6	-6[16.7 µM]	-3	1	-3.2
Cc1ccsc1C(=O)Nc1cc(C(C)(C)C)nn1-c1ccccc1	-4	1	.	-5	0	0	0.9
CCOc1ccc(C(=O)NCC(=O)N2CCCCCCC2)cc1OCC	-2	0	-7	.	-2	3	-2.4
CCOC(=O)CN1CC23C=CC(O2)C(C(=O)NC2CCCCCC2)C3C1=O (configuration not stated)	-1	-1	0	2	1	8	3.1
COc1ccc(-c2cc(C(=O)N(C)Cc3ccc(F)cc3)c3ccccc3n2)cc1OC	2	-103	1	.	9	3	-0.4
O=C(NCc1ccccc1Cl)c1cccc(C(F)(F)F)c1	0	-1	0	-3	-1	-1	-2.9
CC(=O)N1CC(C)Oc2ccc(S(=O)(=O)NC(CC(=O)O)c3ccc(C)cc3C)cc21 (configuration not stated)	-6	-1	-4	2	-3	-3	-2.8
Cc1ccc(NC(=S)N2CCCC(CO)C2)c(C)c1 (configuration not stated)	0	-4	0	.	11	-5	-0.6
CCc1cccc(NC(=O)C2CCCN2C(=O)Nc2ccc(C)cc2)c1 (configuration not stated)	2	-2	1	2	2	1	1.2

Sorted by formula weight (high to low): part of the list above
SMILES	SIRT5 inh	Casp6 inh	DENV2 CPE	miR122 inh	ERAP1 inh	ERp5 inh	F508del corr
C[C@@H]1CN([C@@H](C)CO)C(=O)c2cc(NS(=O)(=O)c3cn(C)cn3)ccc2O[C@@H](C)CCCCO[C@@H]1CN(C)C(=O)c1ccccc1	-1	2	-1	4[16.7 µM]	0	-6	-2.5
Cc1noc(C)c1NC(=O)Nc1ccc2c(c1)C(=O)N([C@@H](C)CO)C[C@H](C)[C@H](CN(C)Cc1ccc(Cl)c(Cl)c1)O2	1	1	6	-6[16.7 µM]	-3	1	-3.2
COc1ccc(-c2csc(NC(C)c3nc4cc(C(F)(F)F)ccc4n3CCOCCO)n2)cc1 (configuration not stated)	-3	4	4	7	-1	-1	1.4
CC(=O)N1CC(C)Oc2ccc(S(=O)(=O)NC(CC(=O)O)c3ccc(C)cc3C)cc21 (configuration not stated)	-6	-1	-4	2	-3	-3	-2.8
COc1ccc(-c2cc(C(=O)N(C)Cc3ccc(F)cc3)c3ccccc3n2)cc1OC	2	-103	1	.	9	3	-0.4
CCOc1ccc(C(=O)NCC(=O)N2CCCCCCC2)cc1OCC	-2	0	-7	.	-2	3	-2.4
CC1(C(=O)Nc2ccc3c(c2)OCO3)CCN1C(=O)CCC1CCCC1 (configuration not stated)	-3	-1	-7	.	-1	-1	1.4
COc1ccc(Br)cc1S(=O)(=O)NCc1ccccn1	-1	-1	-5	72	1	1	2.6
CCc1cccc(NC(=O)C2CCCN2C(=O)Nc2ccc(C)cc2)c1 (configuration not stated)	2	-2	1	2	2	1	1.2
Cc1ccsc1C(=O)Nc1cc(C(C)(C)C)nn1-c1ccccc1	-4	1	.	-5	0	0	0.9
COc1ccc(-c2[nH]ncc2CN(C)Cc2cc(C)[nH]n2)c(F)c1	-6	-3	2	4	1	-5	-0.4
O=C(NCc1ccccc1Cl)c1cccc(C(F)(F)F)c1	0	-1	0	-3	-1	-1	-2.9
Cc1ccc(NC(=S)N2CCCC(CO)C2)c(C)c1 (configuration not stated)	0	-4	0	.	11	-5	-0.6
